HT1080 viability: cytotoxicity in HT1080 fibrosarcoma cells, cell-based, fluorescence readout (AID 620) | HT1080 viability, fluorescence; higher % means a stronger effect | one-dose cytotoxicity, % at 10 µM; EC50 in µM for titrated hits | actives 0.42% (n = 87,000); in the data active = cytotoxicity above about 50%;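 note: cells exposed to compound overnight then 4 h with Alamar Blue; 0% = vehicle DMSO and 100% = killing control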
Starred values were filed as active, the others as inactive.

structure | HT1080 viability
O=C(Nc1cc(-c2nn(CC(=O)N3CCCCC3)c(=O)c3ccccc23)ccc1N1CCOCC1)c1ccc(Cl)cc1 | -4%
Cc1ccc2cc(COC(=O)c3ccco3)c(=O)[nH]c2c1 | 19%
COC(=O)c1ccc(-c2ccco2)n1Cc1cccc(C)c1 | -2%
O=S(=O)(CCc1nc2ccccc2s1)c1ccc2ccccc2c1 | 2%
Cc1nnc(SCC(=O)Nc2ncc3c(n2)CC(C)(C)CC3=O)s1 | 6%
CS(=O)(=O)N(CC(=O)NCc1ccco1)c1ccccc1Cl | 4%
C[C@@H](C(=O)Nc1ccc2ccccc2c1)[C@@H]1C[C@@]1(C)[C@@H](N)c1ccccc1 | -14%
C=CCOCCN1C(=O)C2C(c3ccccc3)C=CC(c3ccccc3)C2C1=O (stereo not drawn) | 3%
O=C(O)COc1ccc(NC(=O)c2cccs2)cc1 | -12%
Cc1ccc(NC(=S)NNC(=S)NCc2ccccc2)cc1 | -1%
Cc1cc(Cl)ccc1NC(=O)Nc1c(C)n(-c2ccccc2)c(=O)n1C | 14%
Cc1cccc(OCCCC(=O)Nc2ccc(S(=O)(=O)N3CCCC3)cc2)c1 | 7%
CC1(C)CC(=O)c2cnc(N)nc2C1 | -6%
CC(C)(C)C(=O)Nc1ccc(C(=O)OC2CCCCC2)cc1 | 3%
COc1cc(C2=NOC(C(=O)NCc3ccccn3)C2)cc(OC)c1OC (stereo not drawn) | -3%
C1CSC2(N1)C1CC3CC2CC(C1)C31NCCS1 (stereo not drawn) | 11%
Cc1nn(-c2ncc(C(F)(F)F)cc2Cl)c(=O)n1-c1ccccc1Cl | 2%
O=c1c(F)cn(C2CCCO2)c(=O)n1Cc1c(Cl)cccc1Cl (stereo not drawn) | -2%
Cc1cc(Cl)c(S(=O)(=O)N2CCCC2)cc1OCC(=O)NC1CCCCC1 | -3%
COC(=O)c1cn[nH]c1NC(=S)Nc1ccc(Cl)c(Cl)c1 | -6%
Cc1cc(C)cc(NC(=O)CC2NCCNC2=O)c1 (stereo not drawn) | 11%
Cc1cccc(C2NC(=O)c3c(sc(C)c3C)N2)c1O (stereo not drawn) | 7%
Cc1ccc(OCc2nnc(SCc3ccc(C#N)cc3)n2-c2ccc(C)cc2)cc1 | -3%
O=C1CC(C(=O)Nc2cccc3ccccc23)C2(CCCC2)O1 (stereo not drawn) | -17%
CCOC(=O)c1cnc(SCc2ccc(C(C)(C)C)cc2)nc1N | 18%
O=C(N/N=C/c1ccc(Br)cc1)c1ccccc1-n1cccc1 | -7%
COc1cccc(-c2ccc(C#N)c(OC(=O)c3c(Cl)cccc3Cl)n2)c1 | -8%
Cc1cc(=O)oc(C)c1C(=O)NCCc1ccc(F)cc1 | -24%
CCN(CC)S(=O)(=O)c1ccc2[nH]cc(C(=O)NCCCN3CCCCC3C)c(=O)c2c1 (stereo not drawn) | 17%
Cc1ccc(NC(=O)C(=O)NC2CCCCC2)cc1 | -9%
Cc1ccc2[nH]c3c(=O)n(Cc4ccncc4)cnc3c2c1 | 1%
CCOC(=O)N1CCN(C(=O)COc2ccc(S(=O)(=O)NCC(C)C)cc2C)CC1 | -5%
CSc1nnc(-c2ccccc2Cl)o1 | 2%
COc1cccc(-c2ccc(C#N)c(OC(=O)c3ccc(Cl)cc3)n2)c1 | -6%
Cc1ccc(C(c2nnnn2CS(=O)(=O)c2ccc(C)cc2)N2CCN(c3ncccn3)CC2)cc1 (stereo not drawn) | -8%
Brc1ccc(-c2nnc3n2CCCCC3)cc1 | -6%
C/C(=N\S(=O)(=O)c1ccc(C)cc1)N1CCN(S(=O)(=O)c2ccccc2)C1C(C)C (stereo not drawn) | 6%
CCC(C)NC(=O)CNS(=O)(=O)c1ccc(C)cc1 (stereo not drawn) | 1%
COCCn1c(C)cc(C2=NNC(=Nc3ccc(OC)cc3)SC2)c1C | -8%
O=c1[nH]c2ccc(Cl)cc2c(-c2ccccc2)c1SC(=S)N1CCOCC1 | -4%
CCn1c(SCC(=O)N2c3ccccc3CC2C)nnc1-c1ccco1 (stereo not drawn) | 19%
N=C1C(c2nc3ccccc3[nH]2)=C(O)CN1c1ccc(CC(=O)O)cc1 | -10%
Cc1ccc(-c2nnn(CC(=O)NCC3CC3)n2)o1 | -15%
Clc1ccc2c(NCc3ccccn3)ncnc2c1 | 10%
O=C(CSc1ccc2c(c1)OCCO2)Nc1ncc(Cl)cc1Cl | -14%
c1ccc(N2CCN(c3ccccc3)C2c2cccnc2)cc1 | -19%
CC(C)C(NC(=O)COc1ccccc1)C(=O)O (stereo not drawn) | 0%
O=S(=O)(c1ccccc1)N1CCN(S(=O)(=O)N2CCCCC2)CC1 | -2%
CCCCC(=O)NNC(=S)NC(=O)CCC | 7%
CC(C)c1ccc2c(c1)C1(NN=C(c3ccccc3)S1)C(=O)N2 (stereo not drawn) | 4%

As a short view, 17 of the compounds above.
structure | HT1080 viability
COc1cccc(-c2ccc(C#N)c(OC(=O)c3ccc(Cl)cc3)n2)c1 | -6%
Cc1ccc(C(c2nnnn2CS(=O)(=O)c2ccc(C)cc2)N2CCN(c3ncccn3)CC2)cc1 (stereo not drawn) | -8%
Brc1ccc(-c2nnc3n2CCCCC3)cc1 | -6%
C/C(=N\S(=O)(=O)c1ccc(C)cc1)N1CCN(S(=O)(=O)c2ccccc2)C1C(C)C (stereo not drawn) | 6%
CCC(C)NC(=O)CNS(=O)(=O)c1ccc(C)cc1 (stereo not drawn) | 1%
COCCn1c(C)cc(C2=NNC(=Nc3ccc(OC)cc3)SC2)c1C | -8%
O=c1[nH]c2ccc(Cl)cc2c(-c2ccccc2)c1SC(=S)N1CCOCC1 | -4%
CCn1c(SCC(=O)N2c3ccccc3CC2C)nnc1-c1ccco1 (stereo not drawn) | 19%
N=C1C(c2nc3ccccc3[nH]2)=C(O)CN1c1ccc(CC(=O)O)cc1 | -10%
Cc1ccc(-c2nnn(CC(=O)NCC3CC3)n2)o1 | -15%
Clc1ccc2c(NCc3ccccn3)ncnc2c1 | 10%
O=C(CSc1ccc2c(c1)OCCO2)Nc1ncc(Cl)cc1Cl | -14%
c1ccc(N2CCN(c3ccccc3)C2c2cccnc2)cc1 | -19%
CC(C)C(NC(=O)COc1ccccc1)C(=O)O (stereo not drawn) | 0%
O=S(=O)(c1ccccc1)N1CCN(S(=O)(=O)N2CCCCC2)CC1 | -2%
CCCCC(=O)NNC(=S)NC(=O)CCC | 7%
CC(C)c1ccc2c(c1)C1(NN=C(c3ccccc3)S1)C(=O)N2 (stereo not drawn) | 4%

Other entries follow:
structure | HT1080 viability
Nc1ccc(CN2CCCCCC2)cc1 | -10%
COC(=O)N1[C@H](C)C=C[C@]1(Cc1ccccc1)C(=O)OC | -25%
CCOC(=O)c1c(NC(=O)CSc2nnc(Cc3ccccc3)o2)sc(C(C)=O)c1C | 16%
Cc1cccc(Oc2nc(-c3ccccc3)cc(C)c2S(C)(=O)=O)c1C | 19%
Cc1cc(/C=C(\C#N)C(=O)OCC(=O)NC(=O)NC(C)(C)C)c(C)n1CCC(C)C | -15%
Cc1ccc(S(=O)(=O)Nc2cc(Cl)c(O)cc2C)cc1 | 4%
COc1ccc(S(=O)(=O)N(CC(=O)NCc2ccco2)c2ccccc2)cc1 | 1%
O=S(=O)(Nc1ccc(S(=O)(=O)N2CCCCCC2)cc1)c1cccs1 | -15%
Cc1ccc(C(c2nnnn2C(C)(C)C)N2CCC(C)CC2)cc1 (stereo not drawn) | -23%
CCSc1nnc(-c2cccnc2)n1-c1ccc(Cl)c(C)c1 | 8%
Cc1cc2c(cc1C)N(C(=O)CSc1nncn1C)C(C)(C)c1ssc(=S)c1-2 | 13%
CCCNC(=O)CCn1c(-c2ccc(C)cc2)cc(C(=O)OCC)c1C | 0%
Cc1ccc(OCC(=O)N/N=C\c2ccco2)c(C)c1 | 7%
CC(C)CC(=O)N1CCN(CC2CC=CCC2)CC1 (stereo not drawn) | 8%
O=C(NCCCCc1ccccc1)c1ccc(Br)o1 | 2%
CC(=O)c1ccc(NC(=O)C(Cc2ccccc2)NC(=O)c2ccco2)cc1 (stereo not drawn) | 17%
CC(C)(C)C(=O)Nc1ccc2oc(-c3cc(F)c(F)cc3Cl)nc2c1 | 13%
Cc1ccc(S(=O)(=O)c2c(COC(=O)c3cccc(Cl)c3)c(-c3ccccc3)nn2C)cc1 | -1%
O=C(CSc1nnc(-c2ccncc2)n1Cc1ccccc1)Nc1nccs1 | -10%
Cc1ccc(-c2nn(-c3ccccc3)cc2C2CC(c3cccs3)=NN2C(=O)CCCC(=O)O)cc1 (stereo not drawn) | -9%
CC(C)Cc1nc2n[nH]c(N)c2c2c1COC(C)(C)C2 | -13%
COc1ccc(CCNC2CC(=O)N(CCc3ccc(OC)c(OC)c3)C2=O)cc1 (stereo not drawn) | 1%
CN1C[C@@H]2C(c3ccc(Cl)nc3)C3(c4ccc(C#N)cc4)CC2(C3)[C@H]1c1ccccc1 (stereo partly drawn) | 6%
CCOC(=O)c1nonc1NC(C)=O | -8%
C=CCn1c(SCc2c(C)noc2C)nc2sc3c(c2c1=O)CCC(C)C3 (stereo not drawn) | 40%
COc1ccc2c(c1)[n+](=O)c(C(C)=O)c(C)n2[O-] | -4%
COc1cccc(C2=NOC(C(=O)NCCCn3ccnc3)C2)c1 (stereo not drawn) | 10%
CC(=O)N1CCN(S(=O)(=O)c2cccc(C(=O)Nc3nc4c(s3)CCCC4)c2)CC1 | -9%
Cn1nnnc1SCc1nnc(-c2ccccc2Br)o1 | -9%
Brc1ccc(CN2CCSCC2)cc1 | 6%
Cc1ccc(CSCC(=O)N2CCOCC2)cc1 | -6%
Cc1ccc(NC(=O)N2CCc3ccccc3C2)cc1 | 10%
Oc1ccc(Cl)cc1-c1cc(-c2ccccc2Cl)[nH]n1 | -1%
CC1=C(C#N)C(Nc2ccc(C)cn2)(C(F)(F)F)C(=O)N1 (stereo not drawn) | 5%
COc1ccc(CC(=O)Nc2nnc(SCc3ccccc3)s2)cc1S(=O)(=O)N1CCOCC1 | -3%
O=C1CN(C(=O)COC(=O)c2cccc(S(=O)(=O)NCc3ccccc3)c2)c2ccccc2N1 | 8%
NS(=O)(=O)c1cc(C(=O)N2CCc3ccccc32)c(Cl)cc1Cl | 5%
CC(NC(=O)C1CCCN(S(=O)(=O)c2cccc3nonc23)C1)c1ccccc1 (stereo not drawn) | 1%
COc1ccc(OC)c(-n2c(-c3cnccn3)n[nH]c2=S)c1 | 2%
NC(=O)C1CCCN(CCc2ccccc2)C1 (stereo not drawn) | 11%
O=C(O)[C@H]1CCCC[C@H]1C(=O)Nc1ccc(Nc2ccccc2)cc1 | 4%
O=C(NCc1ccc(F)cc1)C(Cc1ccccc1)NS(=O)(=O)c1cccs1 (stereo not drawn) | 10%
CC(Cc1cccs1)NC(=O)Nc1ccc(F)cc1 (stereo not drawn) | -6%
CCOC(=O)c1c(NC(=O)COC(=O)Cn2c(C(F)(F)F)nc3ccccc32)sc(C)c1C | -8%
Cc1cc(N2CCCCC2)nc(NCc2ccccc2)n1 | 8%
Cc1nn2c3ccccc3n(CCN3CCCCC3)c2nc1=O | -9%
COc1ccc(OC)c(NC(=O)CCN2CCCCCC2)c1 | -8%
CCCc1nc2ccc(NC(=O)c3ccco3)cc2c(=O)n1Cc1ccccc1Cl | -10%
CCCCNC(=O)c1ccccc1Cl | 18%
O=C(CN(Cc1cccs1)C(=O)c1csnn1)NC1CCCC1 | -17%

Continuation.
structure | HT1080 viability
CC(C)c1nc2ccc(NC(=O)C3CCCCC3)cc2[nH]1 | 28%
Cc1nnsc1C(=O)NNS(=O)(=O)c1ccccc1 | -12%
Cc1ccc(S(=O)(=O)CC(C)N2CCN(C3CCCCC3)CC2)cc1 (stereo not drawn) | 8%
CCCCCCCc1nc2c(=O)n(C)c3ccccc3c2o1 | 2%
COc1ccc(CN2CC(C(=O)NCCc3ccccc3)CC2=O)cc1 (stereo not drawn) | 12%
O=C(CCC(=O)Nc1ccccc1)NCCO | -2%
Cc1ccc(N/C(CSC(N)=O)=N\S(=O)(=O)c2ccc(C)cc2)cc1 | 8%
Cc1occc1C(=O)Nc1sc2c(c1C(N)=O)CCC(C(C)(C)C)C2 (stereo not drawn) | -11%
N#CC1=C2SCN(Cc3ccco3)CN2C(=O)CC1c1ccccc1F (stereo not drawn) | 5%
CCCCCCCOc1ccc(OC(=O)c2cccnc2)cc1 | 28%
CC(C)CC(c1nnnn1C(C)C)N1CCN(c2ccccc2)CC1 (stereo not drawn) | 16%
c1ccc2c(c1)NC1(CCCCCC1)n1c-2nc2ccccc21 | -9%
CCn1c(SCC(=O)Nc2sc3c(c2C#N)CCCC3)nnc1-c1ccco1 | 14%
CCCCn1nnnc1SCC(=O)c1cc(Cl)ccc1OC | -14%
O=C(Nc1cccnc1)c1cccnc1Cl | -19%
Cc1ccc2nc3n(c(=O)c2c1)CCCCC3 | 11%
CNC(=O)c1ccccc1F | 6%
COC(=O)C1=C(Nc2ccc(OC)cc2)C=C(C)C(C(=O)OC)C1c1ccc(C)cc1 (stereo not drawn) | -20%
Cc1ccc(Nc2ccc(C(=O)O)cc2N)cc1 | 6%
COc1ccc2ccccc2c1CN1CCN(Cc2ccccc2)CC1 | 1%
C=CCn1c(SCC(C)=O)nnc1-c1cc(-c2ccccc2)sc1N | 3%
CC(C)c1nnc(NC(=O)CCC(=O)NC2CCCCCCC2)s1 | 0%
CCN(Cc1ccccc1)C(c1cc2ccc(C)cc2[nH]c1=O)c1nnnn1CCOC (stereo not drawn) | 5%
COc1ccc(N(C(=O)c2ccco2)S(=O)(=O)c2ccc(F)cc2)cc1 | -6%
Brc1ccccc1-c1nnc(COc2cccc3cccnc23)o1 | -3%
Cc1ccccc1NC(=O)c1cccc(OCc2c(C)noc2C)c1 | -5%
Cc1ccc(C(=O)NC(C)c2ccccc2)o1 (stereo not drawn) | -7%

Screening results as filed in PubChem.

Only part of the results is shown. The share of hits here may be higher or lower than overall.
